# High-throughput results (PubChem)
# SENP8 block-1 – inhibitors of human SENP8 protease; 360,000 tested, 0.64% active; recombinant SENP8, Nedd8 substrate fluorescence; Q96LD8; inhibition, % at 20 µM; AID 602440; in the data active = inhibition mostly above about 40%, no sharp cut-off; inactive = mostly below about 27%
# Target sequence (Q96LD8 whole entry, looked up): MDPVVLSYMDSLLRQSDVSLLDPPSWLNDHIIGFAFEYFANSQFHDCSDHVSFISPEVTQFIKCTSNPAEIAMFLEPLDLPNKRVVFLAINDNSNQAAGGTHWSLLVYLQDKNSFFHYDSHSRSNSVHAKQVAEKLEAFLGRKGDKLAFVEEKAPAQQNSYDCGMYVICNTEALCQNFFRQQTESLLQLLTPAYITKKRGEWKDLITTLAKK
# Apaf-1 inh – blocks human Apaf-1 apoptosome activity; reconstituted apoptosome caspase-3 activity, DEVD-Rh110 fluorescence; O14727; inhibition, % at 20 µM; AID 489030; 330,000 tested, 0.71% active; active = inhibition of at least 40% at 20 µM;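 note: plate controls were DMSO wells for no effect and DEVD-CHO caspase inhibitor wells for full effect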
#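 System: reconstituted apoptosome with Apaf-1, cytochrome c, caspase-9, procaspase-3, dATP; Signal: Rh110 fluorescence intensity; Schedule: 30 min compound preincubation, 50 min activation, room temperature; Reagent: cytochrome c trigger plus (Z-DEVD)2-Rh110 caspase-3 substrate.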
# SENP8 block-2 – SENP8 protease inhibition; inhibition, % at 10 µM; Q96LD8; 330,000 tested, 1.2% active; purified SENP8, Z-RLRGG-aminoluciferin cleavage, luminescence; AID 2540; in the data active = inhibition above about 50%
# SENP6 inh – SENP6 protease inhibition; Q9GZR1; Recombinant SENP6 catalytic domain, aminoluciferin luminescence; inhibition, % at 10 µM; 330,000 tested, 1.8% active; AID 2599;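 active = inhibition above about 50% at the single tested dose, limit read from the data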;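 note: plate controls were DMSO wells with enzyme for no effect and DMSO wells lacking enzyme for full effect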
# Target sequence (Q9GZR1 628-1112 limits assumed): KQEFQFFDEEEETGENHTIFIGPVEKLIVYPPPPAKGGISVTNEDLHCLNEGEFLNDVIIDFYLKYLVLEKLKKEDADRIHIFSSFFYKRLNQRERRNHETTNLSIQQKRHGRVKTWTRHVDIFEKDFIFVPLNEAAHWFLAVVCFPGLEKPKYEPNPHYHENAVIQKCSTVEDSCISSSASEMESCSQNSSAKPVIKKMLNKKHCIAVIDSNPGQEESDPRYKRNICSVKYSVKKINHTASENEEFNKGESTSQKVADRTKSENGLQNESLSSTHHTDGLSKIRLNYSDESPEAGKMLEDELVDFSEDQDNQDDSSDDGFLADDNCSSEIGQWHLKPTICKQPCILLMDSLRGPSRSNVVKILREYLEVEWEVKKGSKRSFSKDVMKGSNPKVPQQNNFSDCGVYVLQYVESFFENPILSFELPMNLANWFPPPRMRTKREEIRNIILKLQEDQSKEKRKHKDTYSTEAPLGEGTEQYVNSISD
# SENP7 inh – inhibitors of human SENP7 protease | Q9BQF6 | recombinant SENP7, Z-RLRGG-aminoluciferin luminescence, 40 min | inhibition, % at 5 µM | 330,000 tested, 1.5% active;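 active = inhibition above about 50% at the single test dose, limit read from the data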;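 note: plate controls were DMSO with enzyme for no effect and no enzyme buffer wells for full effect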
# Target sequence (Q9BQF6 706-1050 limits assumed): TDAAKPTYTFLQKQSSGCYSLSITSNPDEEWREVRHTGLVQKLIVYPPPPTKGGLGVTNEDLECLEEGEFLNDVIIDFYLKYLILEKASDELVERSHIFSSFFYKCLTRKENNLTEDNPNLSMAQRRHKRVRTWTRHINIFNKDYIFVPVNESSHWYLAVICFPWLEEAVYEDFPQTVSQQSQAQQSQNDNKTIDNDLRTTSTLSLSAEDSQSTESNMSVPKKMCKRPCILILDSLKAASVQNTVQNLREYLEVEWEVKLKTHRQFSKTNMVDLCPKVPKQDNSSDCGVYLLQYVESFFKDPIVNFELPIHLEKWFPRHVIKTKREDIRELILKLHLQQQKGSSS
# SENP1 inh – SENP1 (human) catalytic domain inhibition; recombinant SENP1 catalytic domain, CyPet-SUMO1-YPet FRET cleavage; inhibition, % at 10 µM; 360,000 tested, 0.21% active; AID 624204;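 active = inhibition at least 30% at 10 µM, raw YFP signal under a set limit, fluorescence ratio 0.5 to 1.5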;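 note: 0% = enzyme with DMSO and 100% = no enzyme wells; some results filed as inactive read as strong as hits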
#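 Material: hSENP1 catalytic domain, recombinant; medium: Tris pH 8 with BME, BSA, NP40 and catalase; compound: single concentration of 10 µM compound, 0.5% DMSO final; technique: FRET read of cyan and yellow fluorescence; timing: 50 min enzyme reaction, room temperature, light-protected; reagent: SFCypet-SUMO1-SFYpet substrate at 25 nM; control set: no-enzyme low, enzyme-DMSO high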
# PfGluPho inh – PfG6PD (Plasmodium falciparum) enzyme inhibition; PfGluPho enzyme, NADPH resazurin-diaphorase fluorescence; inhibition, % at 20 µM; 350,000 tested, 0.78% active; AID 504690;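 active = inhibition reaching at least a set limit at 20 µM in the primary screen, cut at about 59% in these data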;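 note: 0% = DMSO wells with substrate and 100% = DMSO wells lacking glucose-6-phosphate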
# HKDC1 inhibitor – blocks human hexokinase HKDC1 activity; inhibition, % at 20 µM; recombinant HKDC1, G6PDH/diaphorase resazurin coupled fluorescence; Q2TB90; AID 493160; 340,000 tested, 0.16% active;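 active = inhibition above about 35% when tested at 20 µM, limit read from the data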;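 note: plate controls were DMSO wells with enzyme for no effect and DMSO wells lacking enzyme for full effect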
#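 Assay system – recombinant HKDC1 (HK5) hexokinase enzyme, produced in-house · Input – HKDC1 at 5 µg/mL · Reagent – glucose plus 1 mM ATP as hexokinase substrates · Timing – 90 min reaction incubation at room temperature, dark · Measured by – G6PDH/diaphorase-coupled fluorescence, 1 mM NADP, 100 µM resazurin, 525/613 nm · Benchmarks – DMSO-enzyme wells negative, buffer-substituted wells positive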
# Starred values were filed as active, the others as inactive; nt = no result given. An unsorted share of the library; overall some 3.6% were active at least once.
SMILES,SENP8 block-1,Apaf-1 inh,SENP8 block-2,SENP6 inh,SENP7 inh,SENP1 inh,PfGluPho inh,HKDC1 inhibitor
CCN1CCC(NC(=O)Nc2cc(Cl)ccc2OC)CC1,10,-9,-1,-3,-2,2,-24,-7
O=C(NCCN1CCOCC1)c1cc2cc([N+](=O)[O-])ccc2s1,6,-13,-2,-1,-4,3,5,-9
CC(C(=O)Nc1cccnc1)c1ccc([N+](=O)[O-])cc1 (stereo not drawn),-5,3,12,14,4,1,-12,-7
O=C(COc1ccc(Br)cc1)N1CCOCC1,36,2,-4,-8,-10,3,-2,-2
COc1cccc(NC(=O)CN(C)C(=O)CCNC(=O)c2ccccc2OC)c1,3,nt,nt,nt,nt,1,1,-3
CSc1nnc(-c2ccc(S(=O)(=O)N3CCOCC3)cc2)n1CC1CCCO1 (stereo not drawn),-3,-1,-5,7,5,1,-13,-3
COc1ccc(NC(=O)CSc2nnc(Cc3cccs3)n2C)cc1,6,-3,-4,-3,8,2,5,-1
CN(CC(=O)NCc1ccco1)CC(=O)Nc1ccc(F)c(F)c1F,-9,4,0,-11,-5,-9,5,-3
CC(=O)N1c2ccc(S(=O)(=O)N3CCCCC3)cc2CC1C(=O)Nc1ccc(F)cc1C (stereo not drawn),2,4,1,2,-1,-5,7,-5
CC1(C)NC(=O)N(CC(=O)N2CCN(S(=O)(=O)c3cc(Cl)ccc3Cl)CC2)C1=O,0,-3,-3,-6,-4,1,8,-4

# In another format: entries from further up.
> O=C(COc1ccc(Br)cc1)N1CCOCC1
  SENP8 block-1: 36 | Apaf-1 inh: 2 | SENP8 block-2: -4 | SENP6 inh: -8 | SENP7 inh: -10 | SENP1 inh: 3 | PfGluPho inh: -2 | HKDC1 inhibitor: -2
> COc1cccc(NC(=O)CN(C)C(=O)CCNC(=O)c2ccccc2OC)c1
  SENP8 block-1: 3 | Apaf-1 inh: nt | SENP8 block-2: nt | SENP6 inh: nt | SENP7 inh: nt | SENP1 inh: 1 | PfGluPho inh: 1 | HKDC1 inhibitor: -3
> CSc1nnc(-c2ccc(S(=O)(=O)N3CCOCC3)cc2)n1CC1CCCO1 (stereo not drawn)
  SENP8 block-1: -3 | Apaf-1 inh: -1 | SENP8 block-2: -5 | SENP6 inh: 7 | SENP7 inh: 5 | SENP1 inh: 1 | PfGluPho inh: -13 | HKDC1 inhibitor: -3

# Other results:
SMILES,SENP8 block-1,Apaf-1 inh,SENP8 block-2,SENP6 inh,SENP7 inh,SENP1 inh,PfGluPho inh,HKDC1 inhibitor
CC(C)OC(=O)Nc1ccc2c(c1)N(C(=O)CCN1CCN(CCO)CC1)c1ccccc1CC2,12,-4,-6,-5,0,1,-10,5
CCCCC(=O)NC(Nc1nc(C2CC2)cs1)(C(=O)OCC)C(F)(F)F (stereo not drawn),19,8,-4,-10,3,1,3,-3
O=C(Nn1c(C2CCC2)nc2ccccc2c1=O)C1CCC1,18,-15,3,-4,4,4,-4,-11
Cc1ccc(S(=O)(=O)N2CCN(C(=S)NCc3ccc4c(c3)OCO4)CC2)cc1,13,10,-11,-8,-15,-1,10,-5
O=C(CO)N/N=C/c1ccc(Cl)cc1,17,-15,1,-5,-2,0,7,-8
CS(=O)(=O)N1CCCC(C(=O)NCc2ccc(F)cc2)C1 (stereo not drawn),20,-9,8,-12,2,0,-3,-7
CCOc1ccc(NS(=O)(=O)c2ccc(C(=O)N3CCN(C(C)=O)CC3)cc2)cc1,-1,14,4,5,2,1,4,5
c1ccc(-c2[nH]ncc2CN2CCc3ccccc3C2)cc1,15,-19,-2,-6,2,-3,5,-4
CC1C(=O)N(Cc2ccc([N+](=O)[O-])cc2)c2ccccc2N1C(=O)c1c(F)cccc1F (stereo not drawn),22,16,1,-16,5,-1,-18,2
COc1ccc(/C=C2/SC(=O)N(CCC(=O)Nc3ccccc3C(=O)O)C2=S)cc1,16,11,6,8,0,-13,-12,3
COc1ccc(C(=O)N2CCN(c3ncccn3)CC2)cc1S(=O)(=O)N1CCOCC1,-17,7,-6,-4,0,1,4,1
COc1ccc(NC(C)=O)cc1NC(=O)c1cccc(C(F)(F)F)c1,5,-4,1,-8,-2,0,-3,-4
CCN1CCc2c(sc(NC(=O)Nc3ccc(Cl)c(Cl)c3)c2C(N)=O)C1,-288,nt,nt,nt,nt,-27,17,13
CCOC(=O)C1CCCN(Cc2cn[nH]c2-c2ccc(F)cc2F)C1 (stereo not drawn),-2,-11,4,-5,-4,1,8,-5
O=C(CSc1nnc(C2CCCCC2)o1)Nc1ccccc1Cl,10,2,8,25,7,2,-1,-1
Cc1occc1C(=O)Nc1nccs1,10,4,1,30,19,-5,-9,0
CCOc1ccc(CNc2ccc3c(c2)nc(C)n3C)cc1,-95,7,-15,-1,4,-2,10,6
COC(=O)c1ccc(Cn2nc([N+](=O)[O-])c(Br)c2C)cc1,7,-1,2,3,-1,-1,-3,-1
COC(=O)Cn1cnc2c(nnn2-c2ccc(C)cc2)c1=O,12,-13,3,-4,3,1,-4,-19
CS(=O)(=O)N1CCCC(C(=O)Nc2ccc3c(c2)OCCO3)C1 (stereo not drawn),7,-6,5,13,5,3,3,-5
CCCc1nnc(NC(=O)COC(=O)c2cc(C)nc3ccccc23)s1,-4,4,4,-37,4,3,-16,10
N#Cc1c(C#N)c(-c2ccccc2)n(-c2ccc(C(=O)O)cc2)c1N,-288,15,-1,-18,1,2,-20,4
COC(=O)C(CC(C)C)NC(=O)CNC(=O)c1ccccc1C (stereo not drawn),18,1,-1,-12,9,1,7,0
CC(SCCc1ccccn1)C(=O)O (stereo not drawn),16,10,-8,-13,-10,0,-1,0
O=S(=O)(Nc1ccc(Oc2ncccn2)c(Cl)c1)c1ccc(F)cc1,25,-6,-4,-14,1,1,-19,-3
O=C(NCC(=O)N1CCCCCC1)c1ccc(Cl)cc1,11,-9,6,7,3,0,-8,1
O=C(NN=C1CCCC1)c1cccc(Br)c1,10,-10,5,3,2,-1,-5,1
CN(C)S(=O)(=O)c1ccc(C(=O)Nc2nnc(SCC(=O)NCC3CCCO3)s2)cc1 (stereo not drawn),-7,-7,-7,10,-13,-1,-4,-11
Cc1ccc(CNC(=O)COC(=O)c2cc(C)oc2C)cc1,19,7,-7,0,7,-1,3,-4
COc1ccc(-c2nnc(SCC(=O)N3CCc4ccccc4C3)o2)cc1,12,11,-11,13,-5,-1,2,2
Cc1ccc(NC(=S)Nc2ccc3cn[nH]c3c2)c(C)c1,-20,28,1,28,26,-3,-5,2
Cc1nn(CCc2n[nH]c(=S)n2-c2ccc(F)c(Cl)c2)c(C)c1[N+](=O)[O-],10,-4,-9,-17,-5,3,38,-6
Cc1cc(C)n(CCc2nc(-c3cc4ccccc4o3)cs2)n1,10,14,-4,-6,4,1,15,-1
Cc1c(C(=O)OCc2nnc(-c3ccccc3)o2)oc2ccccc12,2,8,-7,-8,4,0,9,-3
CC(C)C(=O)Nc1ccc(C(=O)NNC(=S)NC(=O)c2ccccc2[N+](=O)[O-])cc1,10,-3,-10,-4,-3,5,-20,-3
CCOC(=O)/C=C/C(=O)Nc1ccccc1C(=O)NC1CCCCC1,-5,4,5,9,-2,2,-1,-11
CCCCNS(=O)(=O)c1ccc2nc(-c3cccnc3)cc(C(=O)NC3CC3)c2c1,11,1,-4,13,-5,-2,-4,-3
Oc1ccccc1C1Nc2cccc3cccc(c23)N1,-113,7,16,30,5,-3,12,3
Cc1cc(C(=O)CSc2nc3ccc(Cl)cc3[nH]2)c(C)n1Cc1ccco1,-5,9,5,-3,-1,-12,27,3
O=C(O)c1cccc(Cn2c(Cl)c(/C=N/NC(=O)c3cccc(O)c3)sc2=O)c1,-45,-7,-6,-6,2,1,-9,-2
O=C(NCc1ccccc1)c1csc2c1CCCC2,12,8,-7,-5,-7,1,2,13
CC(C)Cn1cnc2c(SCc3ccccc3)nc(N)nc21,0,nt,nt,nt,nt,1,-3,-1
O=C(CCc1nnc(C2CCCCC2)o1)N1CCN(Cc2ccccc2)CC1,2,-2,-1,-18,-3,-2,-6,-3
O=C1Cc2cc(S(=O)(=O)Nc3ccccc3Cl)cc3c2N1CCC3,7,5,-4,-10,0,-1,-8,4
CCOc1nc(-c2ccccc2O)nc2ccccc12,-2,14,-11,0,-3,2,2,-4
Cc1cc(C(=O)N/N=C2\CCCC(=O)C2)c(C)n1-c1ccccc1,-8,-2,-9,5,-4,-12,5,-10
O=C(Nc1ccc(F)cc1)c1ccccc1NC(=O)C1CCCCC1C(=O)O (stereo not drawn),-8,nt,nt,nt,nt,0,-7,4
NS(=O)(=O)c1ccc(N2CCCCCC2)c([N+](=O)[O-])c1,28,8,-2,10,3,3,-13,0
O=C1NCN(c2ccccc2)C12CCN(c1nnnn1-c1ccccc1)CC2,22,5,-4,-25,11,0,35,-2
COc1ccccc1-c1noc2ncnc(Nc3cccc(C)c3C)c12,-28,5,-12,-15,-7,-5,-3,-2

# The listing continues:
SMILES,SENP8 block-1,Apaf-1 inh,SENP8 block-2,SENP6 inh,SENP7 inh,SENP1 inh,PfGluPho inh,HKDC1 inhibitor
CCC(=O)c1ccccc1OCCCCn1cncn1,0,-12,8,10,-1,1,2,-8
O=C(CSc1nc2c(c(=O)n1-c1ccc(Cl)cc1)SCC2)Nc1ccc2c(c1)OCCO2,22,23,-14,-4,-15,3,7,-1
CC1=C(C(=O)Nc2ccccc2)C(c2ccco2)NC(=S)N1 (stereo not drawn),22,4,0,-2,3,2,0,3
CCN(CC(=O)Nc1c(F)cccc1F)C(=O)/C=C/c1ccc2c(c1)OCO2,-196,5,-7,-2,-4,0,-5,-6
CCOC(=O)C1CCN(C(=S)NC2CCCC2)CC1,-5,-7,7,2,1,0,4,-1
CCSc1c([N+](=O)[O-])c(=O)n(-c2ccccc2)c2ccccc12,21,13,-9,-21,0,-2,-11,9
CNc1cc(CSc2ccc(Cl)cc2)nc(C)n1,-2,1,0,9,-1,3,-5,10
COc1ccc(N(CC(=O)NCc2ccc(C)cc2)S(=O)(=O)c2c(C)noc2C)cc1,7,10,-7,9,3,3,-5,-6
O=C(NNC(=O)C1COc2ccccc2O1)c1ccccc1O (stereo not drawn),-233,-4,2,-3,4,1,-41,-8
O=C(Cc1cnn(-c2ccccc2)c1)c1ccc(O)c(O)c1O,30,19,-20,-15,-13,2,22,1
O=C1CCn2nc(-c3ccc(Cl)cc3)cc2N1,17,-1,-2,18,15,6,-1,-2
CCc1ccc(CCC(=O)Nc2ccccc2C(=O)O)o1,11,-16,4,21,1,2,4,-4
Cc1ccc(N2C(=O)c3ccc(C(=O)O)cc3C2=O)c(C)c1,15,6,-8,-12,-5,0,-10,-5
COc1ccccc1OCC(=O)NNC(=O)c1ccc2c(=O)n3c(nc2c1)CCC3,-6,9,-2,-1,10,-2,8,3
COC(=O)c1cccc(Nc2nc(-c3ccncc3)nc3ccccc23)c1,-265,21,5,11,10,0,6,-2
CCN(Cc1ccccc1)S(=O)(=O)c1cc2[nH]c(=O)c(=O)[nH]c2cc1C,-426,-3,11,-4,-8,3,-41,8
O=C(Nc1ccc(F)c([N+](=O)[O-])c1)c1ccc2c(c1)OCCO2,9,10,29,57*,69*,1,17,-8
O=C(CCCCC(=O)Sc1ccccc1)Sc1ccccc1,13,nt,nt,nt,nt,2,-6,39*
CCOC(=O)c1sc2nc(CC(=O)OC)nc(N3CCN(c4ccc(OC)cc4)CC3)c2c1C,7,2,-3,2,-2,0,-2,-4
